# Chronic BCR inh: blocks chronic active B-cell receptor signaling; ABC-DLBCL IkBa-CBG/CBR reporter, luminescence ratio, 4 h; hit rate 0.05% among 340,000; AID 493014; Potency, µM (top dose mostly 46.1 µM), for inactives: top-dose ratio change, negative = lower green/red ratio, actives largely listed as inhibitors; active = well fitted inhibition curve with a large enough effect in the signal ratio, with a control signal flat, not every such curve was filed as active; inconclusive = small, poorly fitted or top-dose-only effect, or effect the other way, or a change in a side signal; the % refers to the signal ratio;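 also: potency is read from the fitted curve at half-maximal effect; plate controls were basal doxycycline-induced cells for no effect and cells given 10 µM MG132 for full effect; MG132 reads +100%, hits lower the ratio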
#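 Doxycycline induced both beetle luciferases in TMD8 lymphoma cells; IKK-driven degradation limits the IkappaBalpha-fused green signal, while red luminescence normalises for cell number and nonspecific effects. Compounds tested up to 46 uM, 4 hrs.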
# B2AR arrestin: recruits beta-arrestin to the human beta2-adrenergic receptor | beta-arrestin recruitment to beta2AR, cell-based reporter | Potency, µM (doses to about 46.1 µM), without a hit: at the highest dose activation, most hits filed as activators | hit rate 0.02% among 330,000 | AID 492947;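 also: potency is read from the fitted curve at half-maximal effect; 0% = DMSO controls and full agonism = EC100 isoproterenol or metaproterenol; nearly all actives have a fitted effect of over 65% in size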
# S-ASM inh: human S-ASM enzyme inhibition; P17405; placental ASM, HMU-PC fluorogenic substrate, 60 min; Potency, µM (series often up to 57.5 µM), without a hit: top-dose activity change, negative = inhibition, hits mostly inhibitors; hit rate 0.006% among 340,000; also: potency is read from the fitted curve at half-maximal effect
#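 Fluorogenic HMU-PC substrate (9 uM final) is turned over by placental ASM in 60 min at 37 C after a 10 min compound preincubation. Reaction ended by alkaline stop (pH 10), with fluorescence read at 386/447 nm.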
# PTAP TSG101 blk: blocks PTAP/TSG101 interaction to inhibit HIV-1 budding; Q99816; Fluorescence polarization, FITC-PTAP peptide / Tsg101 binding; Potency, µM (doses to about 115 µM), for inactives: at the highest dose activity change, negative = inhibition, hits mostly inhibitors; 340,000 tested, under 10 active; active = well fitted inhibition curve with a large enough effect in the main read-out, with a control signal flat, not every such curve was filed as active; inconclusive = small, poorly fitted or top-dose-only effect, or effect the other way, or a change in a side signal; inactive = no such curve, though single readings can be large or run the other way; also: potency is read from the fitted curve at half-maximal effect; % of control where 0% means no effect
#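 Steps: Tsg101 binding domain dispensed (10 uM final), compounds pinned in DMSO, FITC-labeled PTAP-motif peptide added (50 nM final); after 20 min binding at room temperature, polarization measured.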
# Giardia kill: kills Giardia lamblia. Giardia lamblia trophozoite viability. activity change, % at 7.66 µM, hits read low. hit rate 0.15% among 340,000; in the data active = activity change below about -80%; inconclusive = between about -30% and that limit;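 also: parasites exposed to compound for two days anaerobically before the ATP read; % is scaled to controls: 0 for no effect and ±100 for the full control effect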
#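 Luminescent ATP signal served as the viability read-out, measured 15-30 min after adding ATP detection reagent to trophozoites that had been incubated with compounds for 48 hrs at 37 deg C anaerobically at 100 cells/well.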
# Tb PFK inh: inhibitors of T. brucei phosphofructokinase. hit rate 0.17% among 330,000. O15648. T. brucei PFK, ADP-Glo luminescence. Potency, µM (titrated, usually from 57.5 µM), without a hit: top-dose activity, negative = inhibition, usual class: inhibitors;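 also: potency is read from the fitted curve at half-maximal effect; 0% = uninhibited 1x PFK enzyme wells and -100% = no-enzyme wells; nearly all actives have a fitted effect of over 60% in size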
#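 Activity is normalized to no-enzyme wells (full inhibition) and 1.25 nM enzyme wells (no inhibition). Reaction: 0.5 mM F6P, 0.1 mM ATP, 45 min RT, ADP-Glo luminescence; concentration-response curves fitted and classed by quality.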
# a7 integrin act: integrin-mediated muscular dystrophy alleviation activation. alpha7betagal myoblasts, beta-gal FDG fluorescence, 48 h. Potency, µM (top dose mostly 38.3 µM), without a hit: top-dose activation, most hits filed as activators. hit rate 0.064% among 350,000;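 also: potency is read from the fitted curve at half-maximal effect; 100% = response of the positive control SU9516; nearly all actives have a fitted effect of over 60% in size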
#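 alpha7betagal+/- myoblasts (passage 13, 250/well) treated 48 h at 37C with compounds at 1:260 dilution of DMSO stock. Lysed, then beta-galactosidase activity read as FDG fluorescence (ex 480/em 540) after 30 min, with pre-read for autofluorescence.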
# FBPA coupling cs: counter-screen for Giardia aldolase inhibitors: coupling enzyme system. activity change, negative = inhibition, % at 58.2 µM, hits read low. coupling enzyme system counterscreen, AmpLite Red fluorescence. AID 2472. hit rate 0.67% among 290,000; in the data active = activity change below about -30%; also: % is scaled to controls: 0 for no effect and ±100 for the full control effect
#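 Final compound at 57.5 uM, incubated 10 min at RT with coupling enzyme reagent (glyceraldehyde-3-phosphate), then 20 min with substrate and AmpLite Red detection. Fluorescence read at 525/598 nm; tests interference with the coupling assay, not aldolase inhibition.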
# GALK inhibitor: blocks human galactokinase activity. AID 1868. Potency, µM (series often up to 57.5 µM), without a hit: top-dose activity change, negative = inhibition, most hits filed as inhibitors. hit rate 0.007% among 270,000. P51570. Purified GALK, Kinase-Glo residual ATP luminescence; also: potency is read from the fitted curve at half-maximal effect; % is scaled to controls: 0 for no effect and ±100 for the full control effect
# Target sequence (P51570 whole entry, looked up): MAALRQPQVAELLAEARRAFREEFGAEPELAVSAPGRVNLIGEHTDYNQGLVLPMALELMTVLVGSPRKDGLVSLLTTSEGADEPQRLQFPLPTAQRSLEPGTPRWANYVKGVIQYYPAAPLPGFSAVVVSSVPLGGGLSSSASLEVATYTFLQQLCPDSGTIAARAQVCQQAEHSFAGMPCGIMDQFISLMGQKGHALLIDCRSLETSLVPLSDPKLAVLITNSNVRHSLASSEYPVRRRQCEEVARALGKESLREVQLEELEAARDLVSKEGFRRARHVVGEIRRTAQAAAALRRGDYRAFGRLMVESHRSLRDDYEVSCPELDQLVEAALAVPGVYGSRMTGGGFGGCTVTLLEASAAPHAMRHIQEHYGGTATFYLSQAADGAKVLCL
#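 GALK at 5 nM final was combined with compound, 35 uM ATP and 100 uM galactose in HEPES pH8.0 with MgCl2 and DTT. The reaction ran one hour at room temperature before luminescent ATP detection.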
# Menin-MLL TR inh: displaces Texas Red mutant MLL peptide from human menin | AID 1768 | hit rate 0.23% among 270,000 | Menin + Texas Red MLL mutant peptide, fluorescence polarization | Potency, µM (top dose mostly 61.6 µM), inactives show top-dose FP activity change, negative = inhibition, hits mostly inhibitors | O00255; active = well fitted inhibition curve with a large enough effect in the polarisation, with a control signal flat, not every such curve was filed as active; inconclusive = small, poorly fitted or top-dose-only effect, or effect the other way, or a change in a side signal; inactive = no such curve, though single readings can be large or run the other way; the % refers to the polarisation; also: potency is read from the fitted curve at half-maximal effect; % of control where 0% means no effect; many of its hits are not listed in these tables
# PKM2 activator: increases activity of human pyruvate kinase M2; P14618; purified PKM2, Kinase-Glo ATP luminescence, activation; response scale: 0% is enzyme alone, no compound; Potency, µM (series often up to 57.5 µM), inactives show at the top dose activation, hits mostly activators; hit rate 0.34% among 260,000; also: potency is read from the fitted curve at half-maximal effect; % is scaled to controls: 0 for no effect and ±100 for the full control effect; nearly all actives have a fitted effect of over 55% in size
# Target sequence (P14618 whole entry, looked up): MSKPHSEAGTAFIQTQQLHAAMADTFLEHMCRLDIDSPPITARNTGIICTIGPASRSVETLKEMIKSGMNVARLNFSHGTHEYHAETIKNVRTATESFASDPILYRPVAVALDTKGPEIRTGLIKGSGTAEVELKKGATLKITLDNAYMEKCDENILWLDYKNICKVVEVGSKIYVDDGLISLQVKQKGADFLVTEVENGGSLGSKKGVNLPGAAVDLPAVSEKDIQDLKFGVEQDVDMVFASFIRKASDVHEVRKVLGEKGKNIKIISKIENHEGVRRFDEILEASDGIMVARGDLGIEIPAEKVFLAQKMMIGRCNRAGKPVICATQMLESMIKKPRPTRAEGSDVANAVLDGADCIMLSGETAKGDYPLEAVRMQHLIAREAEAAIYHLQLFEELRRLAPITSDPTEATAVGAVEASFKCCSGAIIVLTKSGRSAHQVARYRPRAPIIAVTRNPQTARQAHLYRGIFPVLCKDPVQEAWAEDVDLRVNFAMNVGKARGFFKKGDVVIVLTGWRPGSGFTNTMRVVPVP
#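 ATP formation by purified human PK-M2, quantified via coupled luciferase luminescence after 1 h at room temperature with 0.1 mM ADP and 0.5 mM PEP final.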
# Numbers without * were called inactive; u = inconclusive; x = not tested or not shown; [ ] = remark or other dose. Unless noted, calls follow the shape of the dose curve; as a rule, active = well fitted curve in the direction sought with a large enough effect; inconclusive = small, poorly fitted or top-dose-only effect, or another doubt; inactive = no such curve, though single readings can be large; an effect the other way counts as inactive or inconclusive. Not all compounds are listed. The share of hits here may be higher or lower than overall.
SMILES,Chronic BCR inh,B2AR arrestin,S-ASM inh,PTAP TSG101 blk,Giardia kill,Tb PFK inh,a7 integrin act,FBPA coupling cs,GALK inhibitor,Menin-MLL TR inh,PKM2 activator
O=C(CSc1nnc(CCCN2C(=O)c3cccc4cccc(c34)C2=O)n1-c1ccccc1)NCCCO,u,0.2%,0%,-4%,56[activator],8%,-9%,0,0%,11%,-19%
COc1ccccc1CC(=O)N1CCOCC1,3%,-0.4%,2%,-4%,-12,-3%,-19%,0,2%,8%,1%
CCn1c(=N)c(C(=O)NCc2cccnc2)cc2c(=O)n3cccc(C)c3nc21,9%,0.0%,x,x,x,-7%,x,0,0%,-18%,1%
O=C(NCCC1=CCCCC1)c1ccc(-n2cncn2)c([N+](=O)[O-])c1,2%,6.4%,x,-1%,-10,1%,8%,x,x,x,x
COCCCNC(=O)/C(C#N)=C1\N=C(NC(=O)c2cccs2)c2ccccc21,-8%,-0.2%,-6%,-3%,-7,-2%,-12%,-1,-1%,x,0%
O=C(CSc1nc(-c2ccccc2)cs1)Nc1cccc([N+](=O)[O-])c1,u,0.5%,-6%,0%,-1,-2%,0%,1,-1%,u,22%
Cc1ccsc1/C=N/NC(=O)c1nnn(-c2nonc2N)c1C(C)C,-5%,0.2%,0%,1%,15,2%,14%,x,3%,x,x
CCOC(=O)C1Nc2ccc(C(=O)O)cc2C2C=CCC12 (stereo not drawn),9%,-1.1%,21%,-12%,-17,-27%,-13%,-13,2%,u,2%
Brc1ccc(C2=NC(Cc3ccccc3)CO2)cc1 (stereo not drawn),0%,-0.7%,-1%,-1%,-13,-6%,15%,1,x,-3%,1%
CN1CCN(C(c2ccccn2)c2cc(Cl)c3cccnc3c2O)CC1 (stereo not drawn),7.1µM*,u,4%,0%,7,-12%,6%,-7,13%,-1%,16%
CCOC(=O)N1CCC(NC(=O)C(Cc2ccccc2)NC(=O)c2ccco2)CC1 (stereo not drawn),13%,-0.3%,2%,1%,8,-4%,17%,8,0%,2%,-2%
CC(C)(C)C(=O)Nc1cc(S(=O)(=O)Nc2ccc(Cl)cc2)ccc1Cl,u,-2.3%,-8%,-5%,19,0%,u,0,-2%,13%,-11%
CCN(CC)S(=O)(=O)c1cccc(NC(=S)NC(=O)/C=C/c2ccc(S(=O)(=O)N3CCOCC3)cc2)c1,u,-0.6%,0%,3%,-17,3%,-10%,0,2%,-6%,-2%
O=C1NC(=Nc2ccccc2Cl)S/C1=C\c1cccc([N+](=O)[O-])c1,-22%,0.1%,-9%,-5%,4,5%,-7%,3,-4%,u,-3%
Cc1cc(C)c(C#N)c(SCC(=O)Nc2ccc(S(=O)(=O)Nc3ncccn3)cc2)n1,u,0.1%,46%[activator],-7%,9,2%,u,x,-6%,x,-1%
COc1ccccc1CNC(=O)[C@H](C)NC(=O)C1CCN(C(=O)[C@@H]2CCCN2C(=O)OC(C)(C)C)CC1,11%,-0.3%,0%,-13%,-1,1%,2%,4,x,-1%,0%
Cc1ccc(N2C(=O)CS/C2=N\C(=S)Nc2ccccc2)cc1,u,u,-3%,-5%,24,-3%,-6%,0,6%,x,-14%
Cc1cc(Cl)cc2c(N=Nc3ccccc3C(=O)O)c(O)[nH]c12,u,-0.7%,-18%,-6%,12,2%,-10%,0,x,u,x
COc1ccc(Br)cc1CN(C)C(=O)c1ccncc1,-13%,0.7%,1%,-7%,6,2%,-22%,x,0%,x,-3%
CC(C)(C)c1ccc(-c2nc3c(C#N)c(-c4ccc5c(c4)OCO5)ccn3n2)cc1,-2%,-0.3%,281%[activator],-4%,10,-10%,10%,0,1%,-24%,-3%
CC(C)N1CCC(=NNC(=O)c2ccccc2[N+](=O)[O-])CC1,u,-0.4%,1%,1%,11,0%,-6%,0,1%,13%,0%
CCc1ccc(CC2(O)CC(C)N(C)CC2C)cc1 (stereo not drawn),1%,2.9%,2%,-2%,4,1%,22%,0,x,3%,-2%
CCOc1ccccc1-c1noc(CCC(=O)Nc2cccnc2)n1,-5%,-0.6%,5%,-16%,u,21%,5%,2,1%,7%,0%
O/N=C/c1ccc(OCc2ccccc2)c(Cl)c1,u,-1.7%,-2%,-6%,-18,-2%,14%,0,1%,4%,1%
O=C1N[C@@H](c2ccccc2)COC(=O)[C@H](Cc2ccc(F)cc2)CC/C=C/C[C@@H]1CC(=O)N(CCO)Cc1ccccc1,u,-0.3%,-15%,6%,-30,0%,-42%,x,x,x,x
Cc1ccc(NC(=O)c2cc(C)nc3ccccc23)c(C)c1,6%,0.3%,-1%,-6%,-14,-1%,11%,3,3%,-13%,-1%
CCc1ccc(OC)c(S(=O)(=O)N2CCN(C(=O)c3ccco3)CC2)c1,1%,0.1%,3%,-4%,12,1%,-9%,1,3%,-16%,1%
CC(=O)Nc1ccc(NC(=O)/C=C/c2ccccc2)cc1,-9%,0.4%,-2%,-7%,-8,-2%,-3%,-3,13%,-18%,-1%
CN(CC(=O)Nc1ccc(Cl)cc1)Cc1cc(=O)n2ccsc2n1,-20%,-0.4%,-1%,-2%,17,0%,10%,2,1%,11%,2%
CC(C)COc1cccc(C(=O)NC2(C)CCS(=O)(=O)C2)c1 (stereo not drawn),0%,-0.2%,0%,0%,-4,-3%,4%,x,0%,x,-4%
CCCCN(CC)C(=O)CSc1nc2n[nH]c(C)c2c(=N)n1-c1cccc(C)c1,u,3.0%,-19%,-10%,1,-10%,7%,-1,4%,-22%,2%
CCn1c(C)nc2cc(C(=O)N/N=C/c3cccc(O)c3O)ccc21,-2%,0.4%,-1%,1%,-16,0%,8%,-9,2%,u,-21%
CCCNCc1cc(Cl)c(OCC)c(Cl)c1,u,-0.5%,2%,-6%,19,-3%,18%,0,4%,-25%,9%
O=C(c1cccc(NC2=NC3CS(=O)(=O)CC3S2)c1)N1CCN(c2ccc(F)cc2)CC1 (stereo not drawn),-16%,0.0%,2%,1%,-10,-6%,-9%,-1,x,-1%,-1%
CCC(=O)Nc1cc(C(C)(C)C)ccc1C(C)=O,1%,-1.9%,-1%,-2%,3,-3%,-3%,2,x,2%,7%
O=C(NCc1ccco1)c1cc(-c2cccs2)nc2ccccc12,13%,-0.5%,55%[activator],-4%,-1,2%,20%,0,0%,-10%,3%
O=S(=O)(NCC(c1cccnc1)N1CCOCC1)c1cccs1 (stereo not drawn),-1%,-0.7%,0%,-15%,-6,5%,-7%,2,-2%,13%,-1%
CC1Cc2ccccc2N1CC(=O)Nc1ccc2c(c1)OCCCO2 (stereo not drawn),-5%,-0.7%,-3%,-5%,-2,-1%,-18%,x,x,x,x
O=C(O)CCn1c(-c2ccccc2)cc2c1CCCC2=O,-1%,-1.0%,0%,0%,11,6%,-2%,0,1%,9%[11.7 µM],0%
Cc1nc(=S)c2c([nH]1)-c1ccccc1CC21CCCCC1,12%,-0.8%,3%,-2%,-21,3%,2%,-1,-3%,x,1%
Cc1ccc(-c2nc(CS(=O)CC(=O)NCCN3CCCCC3C)c(C)o2)cc1 (stereo not drawn),-10%,0.0%,1%,-5%,-19,2%,0%,x,1%,x,x
Cc1ccc(S(=O)(=O)N2CCCC(C(=O)NCCc3ccc4c(c3)OCO4)C2)cc1 (stereo not drawn),-3%,-0.1%,3%,-11%,-22,0%,21%,1,4%,-13%,0%
O=C(Nc1cccc2ccccc12)c1ccc(Cn2cc(Cl)cn2)cc1,u,-0.1%,-5%,0%,5,-7%,6%,-4,-4%,20%,-3%
COc1ccc(Cl)cc1S(=O)(=O)N1CCC(C(=O)NCc2ccccn2)CC1,2%,0.0%,7%,-6%,17,-2%,10%,x,x,x,x
CCc1cc2cc(C)ccc2nc1SCC(=O)NC1CCCC1,7%,-0.1%,0%,-4%,6,-1%,u,5,-2%,u,1%
O=C(Nc1cccc(Cl)c1Cl)C1CCCO1 (stereo not drawn),1%,-0.4%,-2%,-3%,-12,-2%,-4%,0,2%,0%,5%
O=C(O)CC(NC(=O)C1c2ccccc2Oc2ccccc21)c1ccc(OC2CCCC2)cc1 (stereo not drawn),-10%,-0.3%,3%,0%,12,1%,2%,16,0%,5%,-7%
O=C(Nc1ccc(C(=O)c2ccc(C(=O)O)c(C(=O)O)c2)cc1)c1ccccc1,-11%,-1.0%,6%,-2%,0,7%,0%,-2,0%,-7%,-3%

# From PubChem
